Source: PubChem (National Center for Advancing Translational Sciences (NCATS))
ALOX12 inh – inhibitors of human 12S-lipoxygenase ALOX12 | purified 12hLO, xylenol orange hydroperoxide absorbance | Potency, µM (titrated, usually from 108 µM), for the others: at the top dose activity change, negative = inhibition, usual class: inhibitors | P18054 | 1.1% of 580,000 active; also: potency is read from the fitted curve at half-maximal effect; % is scaled to controls: 0 for no effect and ±100 for the full control effect
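Purified human 12hLO at 150 nM in 25 mM Hepes, 0.01% Triton X-100, pH 7.0, preincubated 15 min at room temperature with compound. Reaction started with 40 uM arachidonic acid, 30 min at room temperature. Hydroperoxide measured by Fe-xylenol orange, 573/405 nm absorbance ratio.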
ERG Ets-DNA blk – ERG Ets/DNA interaction inhibition; fluorescence polarization, His-ERG Ets domain / labelled DNA; Potency, µM (series often up to 76.9 µM), for inactives: at the highest dose FP activity, negative = inhibition, hits mostly inhibitors; 0.028% of 370,000 active; active = well fitted inhibition curve with a large enough effect in the polarisation, with a control signal flat; inconclusive = small, poorly fitted or top-dose-only effect, or effect the other way, or a change in a side signal; inactive = no such curve, though single readings can be large or run the other way; the % refers to the polarisation;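 also: polarization taken with two DNA probes labelled with fluorescein and Texas red; potency is read from the fitted curve at half-maximal effect; % of control where 0% means no effect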
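His-tagged ERG Ets domain (1 uM in the protein solution; 300mM KCl, 50mM Tris-HCl, 1mM EDTA, 1mM DTT, pH 7.5) received compound, then a probe mix of 5 nM fluorescein-DNA and 100nM Texas-615-DNA. Fluorescence polarization was read for both dyes.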
JMJD2A Tudor inh – inhibitors of human JMJD2A Tudor domain | AlphaScreen JMJD2A-Tudor / H3K4me3 peptide binding | Potency, µM (top dose mostly 114 µM), without a hit: at the highest dose activity change, negative = inhibition, usual class: inhibitors | 4.4% of 390,000 active; also: potency is read from the fitted curve at half-maximal effect; % is scaled to controls: 0 for no effect and ±100 for the full control effect; nearly all actives have a fitted effect of over 50% in size
GLS inhibitor – inhibitors of human glutaminase (GLS); 0.21% of 410,000 active; Potency, µM (doses to about 45.5 µM), inactives show at the highest dose activity change, negative = inhibition, most hits filed as inhibitors; AID 624170; GLS enzymatic activity, qHTS titration; also: potency is read from the fitted curve at half-maximal effect; % is scaled to controls: 0 for no effect and ±100 for the full control effect
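Human kidney-isoform GLS in 45 mM KH2PO4 pH 8.2, 0.02% Tween-20, with compound, started with 1mM L-Glutamine (added stock). Glutamate oxidase/HRP/Amplex red coupled fluorescence read at start and after 30 min at RT.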
PI4K2A block – PI4K2A (human) kinase inhibition; 0.13% of 420,000 active; purified PI4K2A, ADP-Glo luminescence, 1 h; hits give low values; activity change, negative = inhibition, % at 76.9 µM; in the data active = activity change below about -50%; inconclusive = mostly about -30% to -49%;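 also: -100% = wells without enzyme as full effect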
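ADP-Glo luminescence measured ADP generated by PI4K2A enzyme (4 ug/mL before mixing) with 1.2 mM PI substrate (pre-mix) and 300 microM ATP (pre-mix). Tris pH7.5 buffer with MgCl2, Triton X-100; 1 h reaction at ambient temperature.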
HP1b binding inh – HP1-beta chromodomain-methylated histone interaction inhibition. Potency, µM (doses to about 114 µM), without a hit: at the highest dose activity change, negative = inhibition, hits mostly inhibitors. AlphaScreen HP1-beta / biotin-H3K9me3 peptide binding. 0.56% of 390,000 active; also: potency is read from the fitted curve at half-maximal effect; nearly all actives have a fitted effect of over 70% in size; inactives centre near 23
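HP1-beta protein (50 nM final) preincubated 30 min at room temperature with biotinylated H3(1-18)K9me3 peptide (50 nM) in PBS pH 7.4, 0.01% Tween-20, then compound added for 30 min. AlphaScreen streptavidin donor/nickel chelate acceptor beads (10 ug/mL final), 30 min dark, luminescence read.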
RGS4 inhibitor – inhibitors of human regulator of G protein signaling 4 | Transcreener GDP fluorescence polarization, RGS4-accelerated GTP hydrolysis | 0.039% of 390,000 active | Potency, µM (top dose mostly 114 µM), without a hit: at the highest dose activity change, negative = inhibition, hits mostly inhibitors | P49798 | AID 504845; also: potency is read from the fitted curve at half-maximal effect; % is scaled to controls: 0 for no effect and ±100 for the full control effect; nearly all actives have a fitted effect of over 75% in size; some results filed as inactive show a strong effect at the top dose
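MLSMR compounds (23 nl, pin-transferred) preincubated 10 min at room temperature with a 500nM (2x) first reagent, then RGS4 at 900nM (2x) plus Transcreener GDP mix added; fluorescence polarization (620/688 nm) read before and after 90 min at 30 °C.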
BAZ2B block – inhibitors of human BAZ2B bromodomain | AlphaScreen BAZ2B-H3K14Ac peptide displacement | Potency, µM (doses to about 114 µM), for inactives: at the highest dose activity change, negative = inhibition, most hits filed as inhibitors | Q9UIF8 | 4.4% of 360,000 active; also: potency is read from the fitted curve at half-maximal effect; % is scaled to controls: 0 for no effect and ±100 for the full control effect; nearly all actives have a fitted effect of over 60% in size
Target sequence (Q9UIF8 whole entry, looked up): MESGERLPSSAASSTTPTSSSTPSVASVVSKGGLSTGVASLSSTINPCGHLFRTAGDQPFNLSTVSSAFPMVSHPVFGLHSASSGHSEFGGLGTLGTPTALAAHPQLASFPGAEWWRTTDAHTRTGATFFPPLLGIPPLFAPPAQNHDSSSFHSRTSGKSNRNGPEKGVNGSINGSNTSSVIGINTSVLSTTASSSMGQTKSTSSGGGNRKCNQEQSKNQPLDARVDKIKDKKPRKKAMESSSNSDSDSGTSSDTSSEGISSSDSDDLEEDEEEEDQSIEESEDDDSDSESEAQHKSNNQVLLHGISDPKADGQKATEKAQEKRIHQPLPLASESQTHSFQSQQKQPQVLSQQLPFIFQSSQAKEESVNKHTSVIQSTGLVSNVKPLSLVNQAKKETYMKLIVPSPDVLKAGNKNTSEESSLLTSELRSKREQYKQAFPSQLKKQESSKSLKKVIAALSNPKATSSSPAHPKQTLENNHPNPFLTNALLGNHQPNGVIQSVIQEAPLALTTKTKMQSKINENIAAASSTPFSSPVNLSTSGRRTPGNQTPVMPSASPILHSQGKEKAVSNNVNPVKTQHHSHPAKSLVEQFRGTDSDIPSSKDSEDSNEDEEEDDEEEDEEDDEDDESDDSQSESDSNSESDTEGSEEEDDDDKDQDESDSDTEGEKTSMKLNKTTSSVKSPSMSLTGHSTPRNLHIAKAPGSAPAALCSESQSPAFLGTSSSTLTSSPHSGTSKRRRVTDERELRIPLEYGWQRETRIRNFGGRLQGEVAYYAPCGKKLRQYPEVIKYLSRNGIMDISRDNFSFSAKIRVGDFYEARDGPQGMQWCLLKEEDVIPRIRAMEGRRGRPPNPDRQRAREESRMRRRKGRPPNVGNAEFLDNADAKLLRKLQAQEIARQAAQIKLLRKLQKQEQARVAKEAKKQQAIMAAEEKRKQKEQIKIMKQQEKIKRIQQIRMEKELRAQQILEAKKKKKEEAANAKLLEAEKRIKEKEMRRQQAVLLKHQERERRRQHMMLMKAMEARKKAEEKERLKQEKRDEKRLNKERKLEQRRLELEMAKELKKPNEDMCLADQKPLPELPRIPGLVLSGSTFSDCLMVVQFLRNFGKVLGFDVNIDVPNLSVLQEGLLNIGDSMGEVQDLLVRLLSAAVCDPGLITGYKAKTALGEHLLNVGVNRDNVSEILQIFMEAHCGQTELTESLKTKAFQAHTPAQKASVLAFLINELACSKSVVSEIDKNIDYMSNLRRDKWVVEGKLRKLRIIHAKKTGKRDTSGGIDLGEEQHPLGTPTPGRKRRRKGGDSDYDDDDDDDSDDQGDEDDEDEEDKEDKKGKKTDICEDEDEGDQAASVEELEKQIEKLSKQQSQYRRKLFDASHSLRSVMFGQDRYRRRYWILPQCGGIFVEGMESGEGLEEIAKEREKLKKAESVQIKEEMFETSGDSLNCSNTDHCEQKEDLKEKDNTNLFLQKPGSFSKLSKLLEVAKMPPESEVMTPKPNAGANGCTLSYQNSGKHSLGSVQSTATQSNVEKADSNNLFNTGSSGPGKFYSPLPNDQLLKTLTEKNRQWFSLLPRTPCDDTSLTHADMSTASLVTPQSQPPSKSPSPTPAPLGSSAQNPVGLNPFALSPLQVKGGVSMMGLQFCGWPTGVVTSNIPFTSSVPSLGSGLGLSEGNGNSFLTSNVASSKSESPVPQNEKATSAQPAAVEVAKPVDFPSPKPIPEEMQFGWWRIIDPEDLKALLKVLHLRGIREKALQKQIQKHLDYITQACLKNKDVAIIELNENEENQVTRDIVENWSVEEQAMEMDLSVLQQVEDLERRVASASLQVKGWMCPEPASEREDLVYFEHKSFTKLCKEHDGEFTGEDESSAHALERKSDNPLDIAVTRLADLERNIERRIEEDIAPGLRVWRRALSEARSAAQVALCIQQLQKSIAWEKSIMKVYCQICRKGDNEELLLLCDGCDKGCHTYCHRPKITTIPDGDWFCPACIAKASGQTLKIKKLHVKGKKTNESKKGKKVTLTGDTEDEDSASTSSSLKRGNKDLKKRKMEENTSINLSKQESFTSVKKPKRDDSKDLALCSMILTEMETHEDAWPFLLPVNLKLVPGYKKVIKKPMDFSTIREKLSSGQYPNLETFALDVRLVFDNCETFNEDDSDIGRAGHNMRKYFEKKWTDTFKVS
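AlphaScreen displacement of biotin-H3(5-23)K14Ac peptide (50 nM final) from BAZ2B (50 nM final) in PBS pH 7.4, 0.01% Tween-20; complex preformed 30 min RT, then compounds (top 110 uM) 30 min RT, beads 20 min dark.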
G9a block – blocks human histone lysine methyltransferase G9a. Q96KQ7. G9a H3K9 monomethylation, AlphaScreen, 2 h. Potency, µM (doses to about 102 µM), without a hit: at the top dose activity, negative = inhibition, actives largely listed as inhibitors. 8.8% of 350,000 active. AID 504332; also: potency is read from the fitted curve at half-maximal effect; % is scaled to controls: 0 for no effect and ±100 for the full control effect; nearly all actives have a fitted effect of over 75% in size
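Step 1: enzyme (final 20 nM) with compound, 15 min RT. Step 2: substrate peptide 500 nM and SAM 20 uM, 2 h RT. Step 3: anti-H3K9me1 antibody and AlphaScreen beads, 10 min, then plate read.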
Active calls of the source: *; ? = inconclusive; · = no result given; [ ] = remark or other dose. Unless noted, calls follow the shape of the dose curve; as a rule, active = well fitted curve in the direction sought with a large enough effect; inconclusive = small, poorly fitted or top-dose-only effect, or another doubt; inactive = no such curve, though single readings can be large; an effect the other way counts as inactive or inconclusive.

structure	ALOX12 inh	ERG Ets-DNA blk	JMJD2A Tudor inh	GLS inhibitor	PI4K2A block	HP1b binding inh	RGS4 inhibitor	BAZ2B block	G9a block
COc1ccc(NC(=O)C2CCCN2S(=O)(=O)c2cccs2)c([N+](=O)[O-])c1 (stereo not drawn)	-1%	3%	?	-15%	0	-6%	3%	-7%	-47%
CCN(C(=O)COC(=O)C1CC1)c1c(N)n(Cc2ccccc2)c(=O)[nH]c1=O	174%[activator]	-7%	-4%	2%	-1	23%	20%	-5%	?
CC(=O)c1ccc(-c2ccc(C(=O)NC3CC(C)(C)NC(C)(C)C3)o2)cc1	-19%	4%	-22%	-9%	4	17%	-30%	-4%	40µM*
COc1cc(NC(=O)COC(=O)c2cnc(C)cn2)c(C)cc1[N+](=O)[O-]	-13%	-3%	-18%	1%	-1	44%[activator]	17%	-10%	6%
Cc1ccc(CNC(=O)c2cnn3c(C)c(Cc4c(F)cccc4Cl)c(C)nc23)cc1	-1%	1%	-9%	-18%	-3	52%[activator]	30%	4%	-6%[59 µM]
CCN1CNC(=S)N(CCc2ccccc2)C1	-25%	3%	-1%	5%	0	14%	7%	14%	26%[59 µM]
CC(=O)c1cccc(N(C(=O)c2ccco2)C(C(=O)NC2CCCC2)c2ccncc2)c1 (stereo not drawn)	4%	6%	-4%	7%	3	7%	-28%	4%	?
CSc1ccccc1NC(=O)Nc1ccccc1	?	0%	-11%	-1%	2	28%	-15%	-4%	6%[59 µM]
CCCCNC(=O)C(C#N)c1nc2ccccc2nc1N1CCN(c2ccccc2F)CC1 (stereo not drawn)	0%	-13%	10%	-8%	-16	53%	-15%	-5%	10%[59 µM]
Cc1nnc(NC(=O)c2oc3ccccc3c2C)s1	-3%	-2%	-7%	15%	-6	28%	7%	-4%	-22%
COc1cc(NC(=O)CN2C(=O)C(c3ccc(C)cc3)=NC23CCCCCC3)cc(OC)c1	0%	-5%	-4%	-8%	5	25%	-7%	-1%	5%[59 µM]
CC(C)Cn1c(O)c(/C=C2\C=NN=C2c2ccccc2)sc1=S	3%	1%	?	-9%	0	-21%	-22%	?	?
Cc1cc2nnc(SCC(=O)OC(C)C)n2c2ccccc12	21%	8%	-7%	3%	-1	28%	30%	25%	3%[59 µM]
O=C1NN(c2ccc(Cl)c(Cl)c2)C(=O)/C1=C/c1ccc(-c2ccccc2C(=O)O)o1	?	6%	?	13µM*	?	?	-39%	40µM*	40µM*
CC(C)(C)NC(=O)NC(=O)C[n+]1ccc(Cc2ccc([N+](=O)[O-])cc2)cc1	12%	2%	-11%	-7%	-16	36%	-15%	-6%	-15%[2.33 µM]
C(=NOCCc1ccccc1)c1ccncc1	0%	4%	16%	-17%	1	30%	11%	·	·
CC(C)(C)c1ccc(OCCC(=O)Nc2cccc(S(=O)(=O)N3CCCCC3)c2)cc1	0%	6%	-29%	4%	-3	?	2%	-4%	-1%[59 µM]
CCCCN(CC)CCNC(=O)C1c2cc(OC)c(OC)cc2C(=O)N2CCc3ccccc3C12 (stereo not drawn)	0%[57.4 µM]	6%	-9%	11%	0	18%	-17%	-11%	6%[0.501 µM]
CCOC(=O)c1cc(-c2ccccc2)n(-c2cccc(C(=O)Nc3cccc(F)c3)c2)c1C	5%	0%	-32%	2%	1	31%	-31%	-25%	-7%[59 µM]
COc1ccc(CN(C(=O)c2ccco2)C2CC(C)N(C)CC2C)cc1 (stereo not drawn)	0%	-2%	1%	-4%	5	49%[activator]	4%	-4%	-1%
Nc1nc(SC2c3cccc4cccc(c34)C2NS(=O)(=O)c2ccccc2)n[nH]1 (stereo not drawn)	-25%	-4%	-22%[57.1 µM]	15%	-6	?	-5%	?	3.2µM*
CCc1ccccc1NC(=O)Nc1cc(C(=O)NCc2ccc(C)cc2)ccc1N1CCCC1	-9%	10%	-6%	3%	-2	56%[activator]	-8%	-6%	39%[59 µM]
Cc1cccn2c(=O)c(/C=C(\C#N)S(=O)(=O)c3ccccc3)c(N3CCCCC3)nc12	-8%	28%	-21%	4%	4	23%	8%	-24%	-47%
CC(C)CN(C(=O)COC(=O)c1c2c(nc3ccccc13)CCC2)c1c(N)n(Cc2ccccc2)c(=O)[nH]c1=O	·	-2%	-27%	-1%	2	9%	4%	-21%	?
CCOc1ccc(-c2nnc(SCC(=O)Nc3cc(C)ccc3OC)o2)cc1	-13%	4%	-13%	1%	4	55%[activator]	-36%	-1%	?
Cc1cc(/C=C2\C(=N)N3N=C(C(C)C)SC3=NC2=O)c(C)n1Cc1ccccc1	1%	-8%[15.4 µM]	-2%	11%	6	24%	0%	-11%	-1%
Cc1ccc(NC(=O)COC(=O)c2ccc(CN3CCCC3=O)cc2)c(Cl)c1	-25%	-4%	-9%	-1%	-6	20%	-11%	-4%	-2%[59 µM]
CCCn1nc(C(=O)Nc2cc(OCC)c(N3CCOCC3)cc2OCC)c2ccccc2c1=O	-38%	15%	?	6%	2	?	-3%	·	·
O=C(NCc1ccco1)c1c[nH]c2ccc(S(=O)(=O)N3CCOCC3)cc2c1=O	6%	-13%	-23%	1%	0	-4%	1%	-23%	-14%[59 µM]
O=C(NCCN1CCOCC1)c1ccc(CS(=O)(=O)c2ccc(Cl)cc2)o1	0%	-7%	-6%	4%	0	15%	-3%	-23%	·

The list goes on; the last 3 above are carried over.
structure	ALOX12 inh	ERG Ets-DNA blk	JMJD2A Tudor inh	GLS inhibitor	PI4K2A block	HP1b binding inh	RGS4 inhibitor	BAZ2B block	G9a block
CCCn1nc(C(=O)Nc2cc(OCC)c(N3CCOCC3)cc2OCC)c2ccccc2c1=O	-38%	15%	?	6%	2	?	-3%	·	·
O=C(NCc1ccco1)c1c[nH]c2ccc(S(=O)(=O)N3CCOCC3)cc2c1=O	6%	-13%	-23%	1%	0	-4%	1%	-23%	-14%[59 µM]
O=C(NCCN1CCOCC1)c1ccc(CS(=O)(=O)c2ccc(Cl)cc2)o1	0%	-7%	-6%	4%	0	15%	-3%	-23%	·
Cc1ccc(-c2nc3ccccc3s2)cc1NC(=S)NC(=O)c1ccccc1	194%[activator]	-1%	-4%	0%	2	12%	-12%	0%	12%
CCc1cccc(OCCCCNCCO)c1	?	-2%	-24%[11.4 µM]	-2%	1	11%	-24%[11.4 µM]	56µM*	10µM*
Cc1ccc(C(=O)Oc2ccc(/C=N/NC(N)=O)cc2)cc1	49%[activator]	-10%	-7%	-11%	2	37%	-8%	?	28µM*
COc1ccc(C2=Nn3c(nnc3-c3ccncc3)SC2)cc1OC	?	-5%	-21%	-5%	?	4%	-22%	?	?
CCOC(=O)C1CCN(C(=O)c2cc(S(=O)(=O)N3CCOCC3)c(Cl)cc2Cl)CC1	83%[activator]	-2%	-10%	1%	26	36%	-14%	7%	14%[59 µM]
CCCCCn1c(=O)[nH]c2cc(C(=O)NCc3ccc(C)cc3)ccc2c1=O	-21%	-9%	-3%	4%	-2	10%	3%	-1%	1%[59 µM]
Cc1cc(Cl)cc(Br)c1OCCCN1C(=O)NC(C)(C)C1=O	-34%	1%	-12%	-6%	-1	11%	25%	-5%	?
CN1C(=S)SC(/[N+]([O-])=C/c2ccc(Cl)cc2)C1(C)C (stereo not drawn)	-19%	-8%	-7%	1%	5	-1%	1%	-2%	40%[activator]
CC(=O)c1c(-c2ccc(Cl)cc2)c2ccccc2[nH]c1=O	?	52%[activator]	-1%	-2%	0	4%	15%	-24%	14%

Fetched by structure from the entries so far:
structure	ALOX12 inh	ERG Ets-DNA blk	JMJD2A Tudor inh	GLS inhibitor	PI4K2A block	HP1b binding inh	RGS4 inhibitor	BAZ2B block	G9a block
CCOc1ccc(-c2nnc(SCC(=O)Nc3cc(C)ccc3OC)o2)cc1	-13%	4%	-13%	1%	4	55%[activator]	-36%	-1%	?
Cc1cc2nnc(SCC(=O)OC(C)C)n2c2ccccc12	21%	8%	-7%	3%	-1	28%	30%	25%	3%[59 µM]

A portion of the library; the hit share may differ from the screen's.
